# DAX1 inh-1: inhibitors of DAX1 repression of SF-1 activated StAR promoter; HEK293T StAR-luciferase reporter, SF-1/DAX-1 repression relief; inhibition, % at 6.8 µM; hit rate 1.1% among 370,000; AID 652010;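 active = inhibition above the mean over all tested compounds plus 3 SD, cut at about 3.6% in these data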;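 note: 0% = DAX-1 cells with DMSO and 100% = cells lacking DAX-1 with DMSO; higher inhibition means more luminescence from relief of DAX-1 repression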
# hgDAF-12 ag: agonists of H. glycines DAF-12 nuclear receptor; activation, % at 6.8 µM; HEK293 GAL4-hgDAF12 UAS-luciferase reporter, agonist luminescence; normalized to butyrate control; AID 687014; hit rate 1.8% among 370,000;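 active = activation above a cutoff set at the mean of all screened compounds plus 3 SD, cut at about 10% in these data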;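 note: 0% = DMSO wells and 100% = sodium butyrate wells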
# DAX1 inh-2: inhibits human nuclear receptor DAX1. HEK293 Gal4-DAX1 luciferase reporter, luminescence. inhibition, % at 6.75 µM. AID 504766. hit rate 0.99% among 340,000;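 active = inhibition above the mean over all tested compounds plus 3 SD, cut at about 4.2% in these data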;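 note: 0% = DAX1-transfected cells with DMSO and 100% = empty-vector control cells with DMSO; inhibition shows as a rise in luminescence from relieved DAX1 repression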
# Target sequence (P51843 207-470 limits assumed): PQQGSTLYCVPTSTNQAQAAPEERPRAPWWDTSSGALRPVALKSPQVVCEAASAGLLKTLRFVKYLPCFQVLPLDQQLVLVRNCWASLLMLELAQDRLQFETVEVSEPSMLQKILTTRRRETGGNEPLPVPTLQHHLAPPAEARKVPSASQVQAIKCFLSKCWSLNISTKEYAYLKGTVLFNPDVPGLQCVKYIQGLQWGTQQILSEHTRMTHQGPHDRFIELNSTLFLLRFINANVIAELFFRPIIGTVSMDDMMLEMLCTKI
# sPLA2-III inh: Inhibits HGIII-sPLA2 liposome hydrolysis, primary screen. Q9NZ20. inhibition, % at 12.2 µM. QFRET BODIPY PC-A2 liposome hydrolysis, fluorescence. AID 743126. hit rate 0.56% among 370,000;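 active = inhibition above mean plus 3 SD of compounds lying within the high and low control bounds, cut at about 19% in these data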;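 note: 0% = median of test compound wells and 100% = no enzyme DMSO wells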
# Target sequence (Q9NZ20 whole entry, looked up): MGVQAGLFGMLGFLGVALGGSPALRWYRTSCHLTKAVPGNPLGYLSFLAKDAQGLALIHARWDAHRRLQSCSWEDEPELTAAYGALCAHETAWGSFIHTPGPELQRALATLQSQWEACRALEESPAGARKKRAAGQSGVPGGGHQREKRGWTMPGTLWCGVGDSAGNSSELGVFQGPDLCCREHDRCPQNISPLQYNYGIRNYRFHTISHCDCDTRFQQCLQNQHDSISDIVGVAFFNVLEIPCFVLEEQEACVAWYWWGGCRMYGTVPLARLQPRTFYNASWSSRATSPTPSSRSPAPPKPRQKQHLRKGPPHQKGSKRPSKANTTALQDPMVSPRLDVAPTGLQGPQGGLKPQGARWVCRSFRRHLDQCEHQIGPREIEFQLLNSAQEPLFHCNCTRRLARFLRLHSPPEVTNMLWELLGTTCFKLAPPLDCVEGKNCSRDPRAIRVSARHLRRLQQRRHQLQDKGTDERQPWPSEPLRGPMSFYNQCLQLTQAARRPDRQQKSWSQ
# ADAM10 inh: inhibits human ADAM10 | inhibition, % at 7 µM | hit rate 0.62% among 370,000 | recombinant ADAM10, EDANS/DABCYL FRET peptide cleavage, 3 h;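 active = inhibition above a per-campaign cutoff equal to the mean of compounds falling between control-based bounds plus 3 SD, cut at about 20% in these data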;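 note: 0% = DMSO wells while the 100% control is not disclosed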
# GC-B act: GC-B (human) receptor activation; AID 1920062; hit rate 0.11% among 370,000; HEK293-GC-B cells, CNP EC30, cGMP TR-FRET; 0% at EC30 CNP, 100% saturating CNP; activation, % at 10 µM;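 active = activation at 10 µM reaching about 35% in either raw or pattern-adjusted values, limit read from the data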
# NPR1 activator: GC-A (human) enzyme activation | P16066 | hit rate 0.14% among 370,000 | HEK293 GC-A cells, cGMP TR-FRET, EC30 ANP; 0% at EC30 ANP, 100% saturating ANP | activation, % at 10 µM; in the data active = activation above about 40%
# ssDAF12 agonist: activates DAF-12 receptor from parasite S. stercoralis; HEK293 ssDAF-12/GRIP1 lit1-tk-luc reporter, luminescence; % of 3 µM dafachronic acid response; activation, % at 6.8 µM; hit rate 1% among 370,000; AID 652126;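 active = activation above the mean over all tested compounds plus 3 SD, cut at about 0.9% in these data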;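 note: 0% = DMSO-only wells and 100% = 3 µM delta7-dafachronic acid wells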
# GAA850 FXN act: activators of GAA850 frataxin (FXN) promoter. HEK293 lucGAA850 FXN promoter luciferase reporter, 24 h; percent of 10 µM SAHA response. activation, % at 6 µM. hit rate 0.56% among 360,000. AID 540364;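 active = activation above the average of all compounds screened plus 3 SD, cutoff fixed separately per campaign, cut at about 7.5% in these data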;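 note: 0% = DMSO wells and 100% = 10 µM SAHA wells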
# hcDAF12 agonist: H. contortus DAF-12 activation, primary screen | HEK293 hcDAF-12 lit1-tk-luc reporter, luminescence; 0% DMSO, 100% Δ7-dafachronic acid | activation, % at 6.8 µM | hit rate 1.4% among 370,000;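 active = activation above the mean of all tested compounds plus 3 SD, cut at about 5.5% in these data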;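 note: 100% = response to 3 µM Δ7-dafachronic acid high control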
# SMARCA2 activ: activators of SMARCA2 function. MG213 cells, MMTV-luciferase reporter, dexamethasone, overnight. activation, % at 9.1 µM. hit rate 1% among 370,000; in the data active = activation above about 7.8%;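 note: 0% = vehicle wells and 100% = reference activator wells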
# * hit, by the source's call; / = no result given; & = joins results of further samples.
SMILES,DAX1 inh-1,hgDAF-12 ag,DAX1 inh-2,sPLA2-III inh,ADAM10 inh,GC-B act,NPR1 activator,ssDAF12 agonist,GAA850 FXN act,hcDAF12 agonist,SMARCA2 activ
CC(=O)Nc1ccc(S(=O)(=O)NCCc2ccc(S(N)(=O)=O)cc2)cc1,0.0,-1.8,-0.4,3,-3,-3,-2,-0.7,-1.2,-1.0,-1
CC(C)(C)c1cnnn1-c1ccc(C(=O)CCl)cc1,-0.7,0.3,-0.7,8,-9,-8,7,-0.3,-1.4,0.9,-3
C/C(=N\NC(=O)CC1(C)OCCO1)c1cccs1,0.3,0.3,1.0,-3,1,0,0,-1.0,0.8,3.2,1
CCNC(=O)CSc1nnc(-c2cc(-c3ccc(Cl)cc3)nc3ccccc23)o1,0.7,-2.7,3.2,-10,-8,0,-1,-1.2,-2.1,0.5,-2
CCOc1cc(Cl)c(S(=O)(=O)NCCCN2CCOCC2)cc1Cl,0.3,-1.1,0.4,-3,-3,-2,4,-0.9,-0.6,-1.3,0
COc1ccc(CC(N)c2csc(NC(=O)c3cccs3)n2)cc1 (centres undefined),-0.8,-1.6,/,6,-1,4,-4,-1.1,0.1,-1.6,-1
O=S1(=O)c2c(cccc2N2CCCCC2)O[C@H](COCc2ccccc2)CN1C1CC1,-1.6,-1.4,/,6,1,2,1,-1.3,/,-2.1,-5
CCN(CC(=O)NCc1ccco1)S(=O)(=O)c1ccc(F)cc1,-0.7,-1.2,0.8,-2,2,-6,2,-1.1,-0.6,-0.9,1
CC(C)[C@H](NC(=O)c1cccc(CN(Cc2ccccc2)C(=O)/C=C/c2ccccc2)c1)C(=O)O,-0.4,0.1,-0.1,-13,2,1,1,-1.6,3.0,-0.7,-1
Cc1nn(Cc2ccc(Cl)c(Cl)c2)c(C)c1NC(=O)c1noc2c1CCCCC2,-0.4,0.8,0.2,5,4,-6,-1,-1.2,-0.6,-0.2,0
O=C(COC(=O)c1ccccc1OCc1ccccc1Cl)NCC1CCCO1 (centres undefined),-1.5,-0.6,0.7,10,-13,3,0,-1.0,-0.7,-1.6,0
Cc1cc(NC(=O)CN2CCc3ccccc3C2)nc2c1c(=O)oc1ccccc12,0.4,-0.2,-0.5,3,-291,0,4,-0.3,-0.8,1.4,-1
O=C(Cn1cnc([N+](=O)[O-])c1)NCc1ccc(F)cc1,0.0,2.4,-0.5,2,-3,7,-2,-0.3,-2.6,-2.1,1
S=C(Nc1ccccc1Cl)N(CCN1CCCCC1)Cc1ccco1,0.1,-2.3,-0.5,5,-3,-9,-27,-0.2,1.2,-1.1,-1
Cc1cccc(C(C)C)c1NC(=O)c1ccc(COc2ccc3c(C)cc(=O)oc3c2)cc1,-0.6,0.6,-0.1,2,-160,3,-2,-1.6,0.9,-1.3,-5
CCOc1ccc(OCC(=O)Nc2ccccc2N2CCCC2)cc1,-1.4,1.7,-0.7,8,-4,-10,-1,-1.5,-0.6,-0.5,-1
COCCN(CCOC)C(=O)C1CCN(c2ccc(S(=O)(=O)N3CCOCC3)cc2[N+](=O)[O-])CC1,-1.0,0.7,0.1,-1,0,-1,0,-0.4,-0.1,-0.9,0
N=c1oc2ccc(Br)cc2cc1C(=O)NC1CCCCCC1,0.1,-0.3,-0.5,1,2,1,-1,-0.9,-0.5,-0.2,1
CCOC(=O)CNC(=O)CSc1nnc(-c2ccccc2)n1CC,0.5,2.2,/,-1,-6,-2,3,-1.3,/,-0.8,3
COc1ccc(OCCSc2nnc(C)n2-c2ccccc2)cc1,-0.3,0.7,-0.4,4,4,-1,-5,-0.8,3.4,-0.3,2
COc1ccccc1NC(=O)c1ccc2nc(C)sc2c1,0.1,3.9,1.0,-1,7,-3,-4,-1.1,5.7,0.3,1
CSCCC(NC(=O)c1cccc(S(=O)(=O)N2CCOCC2)c1)c1nc2ccccc2[nH]1 (centres undefined),0.2,-0.4,-0.8,-6,3,1,-1,-1.4,-0.3,-0.6,-3
CN1CCN(c2ccc(NC(=O)CSc3nnnn3-c3ccccc3Cl)cc2)CC1,-4.3,2.6,0.3,3,-8,3,1,-1.5,0.6,4.1,-4
O=C(NCc1ccccc1)C(=O)Nc1nccs1,0.2,3.6,1.6,7,6,0,3,-1.9,2.0,0.7,-2
Cc1cccc(Nc2nc(N)nc(CN3CCN(c4ccc(F)cc4)CC3)n2)c1,-0.8,-0.9,-1.3,-2,6,3,-1,-1.6,-1.1,-1.4,1
CCOc1ccc(CCNC(=O)COC(=O)CCc2cc(OC)c(OC)c(OC)c2)cc1OCC,-3.1,5.6,1.4,-1,2,7,0,-1.0,0.6,0.1,-3
CCN(CC(=O)NCc1cccs1)C(=O)c1cccc(S(=O)(=O)Nc2ccc(OC)cc2)c1,-1.2,-2.1,1.3,-3,-7,-1,3,0.2,-2.4,0.3,-2
O=c1cc(O)nc(SCc2ccccc2)n1-c1ccccc1,0.8&-0.2,2.7&-1.6,-0.4&1.1,0&-7,3&16,5&9,1&-4,-2.0&-1.5,1.3&1.4,-1.1&-1.9,-2&3
CC(C)N(CCNS(=O)(=O)c1ccc(Cl)cc1)C(C)C,0.5,0.6,0.4,0,-2,-2,-1,-0.8,-1.3,1.5,-3
COc1ccc(NC(=O)CSc2nc3c(c(=O)n(C)c(=O)n3C)n2C)c(OC)c1,-0.6,0.9,-1.1,1,1,6,2,-1.0,1.6,-2.2,-1
O=C1[C@@H]2CSCN2C(=O)CN1Cc1ccc(F)cc1,0.2,-1.0,-0.6,-3,16,2,8,-0.8,0.3,-0.4,-3
CC1(C(=O)NS(=O)(=O)Cc2ccccc2)CCN1C(=O)Cc1ccccc1 (centres undefined),0.2,-2.8,/,13,-4,-5,3,-0.7,2.2,0.2,-4
Cc1cc(C)c2c(-n3cccc3)c(C(=O)NNS(=O)(=O)c3ccc(Cl)cc3)sc2n1,-0.3,-2.9,0.1,-56,5,/,/,-1.1,-0.6,-0.2,-2
O=C(COC(=O)c1cc(-c2cccs2)nn1-c1ccccc1)Nc1cc([N+](=O)[O-])ccc1Cl,-0.4,7.0,0.4,-4,-6,-1,-3,-1.0,-1.4,0.1,-1
COc1cc2nc(NC(=O)c3ccccc3)[nH]c(=O)c2cc1OC,0.5,1.0,-0.4,6,-6,-2,0,-0.8,-3.5,-0.9,-4
O=C1NC[C@H](CCCCN2C[C@H](Cc3ccccc3)N(CCC3CCCCC3)C(=O)C2=O)N(CC2CCCCC2)C1=O,-1.0,2.7,/,6,-14,-2,-2,-1.0,/,-0.1,4
Cc1cccc(C(=O)NN(C)c2nc(-c3ccccc3)nnc2C(F)(F)F)c1,0.3,-0.9,0.1,1,0,-1,-3,-1.3,1.9,-0.1,0
CN1C(=O)C2(c3ccccc31)N(C)CC(c1ccccc1)C21SC(=S)N(Cc2ccco2)C1=O (centres undefined),-0.4,-1.2,0.1,4,4,-17,-41,-1.0,-1.1,-0.4,-1
COc1cc(C2C3=C(CC(c4ccco4)CC3=O)Nc3ccccc3N2C(C)=O)cc(OC)c1OC (centres undefined),-0.1,-0.1,-0.3,-6,-21,-6,-9,-1.0,-1.1,0.3,-1
c1ccc(CCCc2nc(-c3ccccn3)no2)cc1,1.2,8.2,1.3,-2,2,-1,-2,-1.6,-0.5,0.2,7
CCc1ccc(Oc2ncnc(N)c2[N+](=O)[O-])cc1,-1.4,-4.5,-2.5,-1,1,7,-3,-1.3,-0.7,-1.0,0
Clc1ccc2c(NCc3ccccn3)ccnc2c1,0.0,-2.0,-0.9,-2,-37,-4,-3,-0.8,1.8,-1.8,3
CC1CCCN(C(=O)CN(c2ccccc2)S(=O)(=O)c2ccc(F)cc2)C1 (centres undefined),-1.5,2.8,-0.4,-1,-2,-3,-1,-1.2,-0.3,-0.7,-3
COc1ccc(-c2cnc3c(NC=O)cc(-c4ccc(S(C)(=O)=O)cc4)cn23)cc1OC,-2.7,2.1,/,-9,-13,26,14,-2.0,-5.2,-2.8,11*
CCOc1ccc(NC(C(=O)Nc2cccc(C(C)=O)c2)c2ccccc2)cc1 (centres undefined),1.0,-1.6,-0.9,-2,4,0,0,-1.0,-0.6,-0.9,-3
CC1Cc2cc(S(=O)(=O)N3CCN(c4ccccc4)CC3)ccc2N1C(=O)C1CC1 (centres undefined),-0.7,0.4,0.5,5,4,-5,-1,-1.4,-0.4,1.4,0
CCCc1cc(=O)oc2cc(C)cc(OCC(=O)NCCCN3CCCC3=O)c12,-1.4,-2.8,0.5,9,-302,-4,1,-1.5,-0.1,-2.1,-3
CCCC(=O)N1CCC[C@]2(CC[C@H](CCC(=O)OCC)O2)C1,-0.7,-0.7,/,5,1,5,2,-0.6,/,0.6,1
CCn1nnnc1SCC(=O)Nc1cc(C)on1,1.7,1.3,-0.4,0,-1,3,2,-0.1,1.9,-3.8,-2
Cc1cc(C)n(-c2nc3ccccc3c(=O)n2OCc2ccc(Cl)cc2)n1,0.6,0.9,-0.3,1,1,-15,-23,-0.8,-1.6,1.2,-1
CCn1ncc([C@@H]2C[C@H]3CN(Cc4ccccc4C)C(=O)[C@]34CCCN24)c1C,-0.2,-2.9,0.1,6,-11,2,-6,-1.9,0.7,0.5,1
COc1ccc(NC(=O)COC(=O)/C=C/c2ccc(OC)c(S(=O)(=O)N3CCOCC3)c2)cc1,0.0,2.1,0.7,-9,1,-7,0,-0.7,0.1,0.6,-1
Cc1ccc(S(=O)(=O)N2CCN(C(=O)COC(=O)c3ccc(C(C)(C)C)cc3)CC2)c(C)c1,1.7,-0.2,0.8,0,-10,-1,-4,-0.2,0.4,-0.7,-2
Cc1cc2nc(-c3ccc[nH]c3=O)n(Cc3ccccc3F)c2cc1C,0.3,1.9,0.4,19*,-106,0,-11,-0.9,1.1,0.0,0
O=C(CCNC(=O)c1ccco1)Nc1ccc(F)c(Cl)c1,0.0,2.3,1.4,-4,-3,-6,1,-1.4,2.2,-2.7,1
C=CCN(C(=O)c1csnn1)C(C(=O)NCc1ccc(F)cc1)c1ccc(F)cc1 (centres undefined),-0.3,-1.4,1.0,-8,-2,-10,-1,-0.9,-3.3,-2.0,0
Cc1nnsc1C(=O)Nc1ccc(S(=O)(=O)N2CCC(C)CC2)cc1,0.0,0.4,-1.3,2,3,-4,2,-0.2,-0.3,-0.7,-3
O=C(CCC(=O)Nc1ccc(Oc2ccccc2)cc1)NCCO,1.3,-0.7,-0.8,5,-4,2,2,-1.5,-1.2,0.5,-1
CC(C)[C@@H](C)/C=C/[C@@H](C)[C@H]1CC[C@@H]2[C@]1(C)CCC1[C@]23C=C[C@]2(C[C@@H](O)CC[C@]12C)N(C(=O)Cc1ccccc1)O3 (some centres undefined),-0.2,-3.5,/,2,-3,2,2,-0.7,/,-1.0,4
